Bioassay records from PubChem.
Pf Dd2 inh = Plasmodium falciparum Dd2 growth inhibition; hit rate 4.3% among 120,000; P. falciparum Dd2 growth, SYBR Green, 72 h; AID 1347417; Potency, µM (doses to about 28.9 µM), inactives show at the highest dose activity, negative = inhibition, hits mostly inhibitors; active means well fitted inhibition curve with a large enough effect; inconclusive means small, poorly fitted or top-dose-only effect; inactive means no such curve, though single readings can be large or run the other way;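 further: plate controls were DMSO vehicle for no effect and reference drug for full effect; nearly all actives have a fitted effect of over 65% in size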
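Infected erythrocytes (Dd2, 0.3% parasitemia, 2.5% hematocrit final) are added to compound in RPMI-1640/Albumax II medium, grown 72 h at 37C in low oxygen, then lysed with saponin/Triton-X containing SYBR Green and read by fluorescence.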
* marks the source's active call; other numbers are inactive results; i = inactive; ? = inconclusive; [ ] = another dose, or the depositor's remark. Potency means the concentration at half of the fitted maximal effect. A portion of the library; count on the stated rates, not on these rows.

| Compound | Pf Dd2 inh |
| --- | --- |
| Cc1ccc(C(=O)NCc2nnc3c(-c4nc(C)no4)cccn23)cc1 | ? |
| O=C(Nc1ccc(F)c(F)c1)c1cc2n(n1)CC(c1ccc(Cl)cc1)OC2 (stereo not drawn) | -17% |
| O=C(N[C@@H]1CCOC[C@H]1O)c1cnn2cc(CCO)cnc12 | -10% |
| C[C@H](C(=O)N1Cc2ccccc2CC2(CCN(C)CC2)C1)c1ccccc1 | ? |
| Cc1nc2cccnc2n1CC1CCCN(S(=O)(=O)c2ccc(C(F)(F)F)cc2)C1 (stereo not drawn) | ? |
| Cc1ccc(-c2cc(NC(=O)C(C)Oc3ccccc3F)on2)cc1 (stereo not drawn) | 56%[activator] |
| Cc1ccc(NC(=O)N2CC(C(=O)N(C)C)C3(CCOCC3)C2)cc1Cl (stereo not drawn) | -17% |
| COc1cccc(-c2cccc(CN)c2)c1 | ? |
| CN(C)S(=O)(=O)N1CCCC(c2nc(-c3cccnc3)no2)CCNC(=O)CC1 (stereo not drawn) | -8% |
| COCCNC(=O)c1ccc2c(c1)N(C)C(CC(=O)N1CCC(O)CC1)CO2 (stereo not drawn) | -16% |
| O=C(CSc1nc(-c2ccccc2)cn1-c1ccccc1F)Nc1ccc(F)cc1 | ? |
| Cc1ccccc1Cn1c(=O)n(CC2CCC(C(=O)N3CCC(C)CC3)CC2)c(=O)c2sccc21 (stereo not drawn) | 11µM* |
| Cc1sc2ncn(CC(=O)N3CCN(c4cccc(Cl)c4)CC3)c(=O)c2c1S(=O)(=O)N1CCN(c2ncccn2)CC1 | 9% |
| CC1C(=O)Nc2ccc(S(=O)(=O)Nc3ccccc3Br)cc2NC1=O (stereo not drawn) | -8% |
| COc1ccccc1C(=O)Nc1ccc2oc(-c3cccc4c(Br)cccc34)nc2c1 | 4% |
| CCc1ccc(Nc2nc3c(S(=O)(=O)c4cccc(Cl)c4)nnn3c3ccsc23)cc1 | -26% |
| CCN(CC1CCOCC1)C(=O)c1cc(COc2ccccc2F)[nH]n1 | -16% |
| CN1[C@@H](CCC(=O)NCc2ccc(F)cc2)CNC(=O)[C@@H]2[C@H]1CCN2Cc1ccc(F)cc1 | -3% |
| CCOC(=O)C1=C(C)N=C2SC=C(CC(=O)NCCc3cccs3)N2C1c1ccccc1F (stereo not drawn) | -10% |
| COc1ccc(CCNC(=O)C(=O)NCC(c2ccco2)S(=O)(=O)c2ccc(C)cc2)cc1 (stereo not drawn) | -2% |
| O=C(O)C[C@@H]1CCN(C(=O)Nc2ccccc2)C[C@@H]1CCN1CCN(c2ccccn2)CC1 | 15% |
| Cc1nc(C)c(CN2CCOC[C@H](Oc3cnccn3)C2)s1 | 2%[44.1 µM] |
| CCOC(=O)c1c(NC(=O)c2ccc(S(=O)(=O)N(CC)CC)cc2)sc2c1CCCCC2 | -19% |
| CCOc1nccnc1NC1CCN(S(=O)(=O)C2CC2)CC1 | 46%[activator][5.79 µM] |
| COCCCN(CCC(=O)NCc1ccc2c(c1)OCO2)C(=O)c1cc(C)oc1C | i |
| CCOc1ccccc1CNC(=O)Cn1nc(N2CCN(c3ccccc3)CC2)ccc1=O | -8% |
| CCCCN(CC)CCNC(=O)C1CCCN(S(=O)(=O)c2cccc3nsnc23)C1 (stereo not drawn) | i |
| O=C(CCC[C@@H]1[C@H]2CCCN3CCC[C@@H](CN1Cc1cccnc1)[C@@H]23)NCCN1CCOCC1 | -9% |
| CC(C)OC(=O)N1CCC(COc2ccc3c(cnn3CCC(=O)O)c2)CC1 | ? |
| Cc1[nH]cnc1CN1CCc2nc(C(=O)NCCOc3ccccc3)oc2CC1 | ? |
| COc1ccc2nc(C[C@@H]3C[C@@H](C(C)C)[C@H](CNCc4ccccn4)C=C3C)[nH]c2c1 | 0.63µM* |
| Cn1nccc1-c1cc2c(cn1)CN(Cc1ccncc1)CCN2 | 31%[activator][44.1 µM] |
| CN1C[C@H]2CN(c3cncc(C(N)=O)n3)C[C@@]2(C(=O)O)C1 | -8% |
| O=C(c1ccc(F)c(F)c1)N1CCN(C(=O)c2nnn3c2COC(c2ccc(Cl)cc2)C3)CC1 (stereo not drawn) | ? |
| Cc1ccc(-c2cc(C(F)(F)F)c(C#N)c(SCC(=O)Nc3ccccc3F)n2)cc1 | 5% |
| COCCNC(=O)CSc1nnc(-c2ccc(OC)c(OC)c2)c(-c2ccc(OC)c(OC)c2)n1 | ? |
| CCc1nn2c(=O)cc(COC(=O)c3ccc(NC(=O)CCc4ccccc4)cc3)nc2s1 | i |
| Cc1nnc(-c2cc(Nc3cccc(N(C)C)c3)ccn2)n1C1CCCCC1 | i |
| CS(=O)(=O)N(Cc1cccnc1)C1CN(C(=O)CCCc2c[nH]c3ccccc23)C1 | -22% |
| CCn1ccc(C(=O)N2CCC3(CC2)C(=O)N(C)c2ccccc23)n1 | i |
| COc1ccc(OC)c(Nc2nc3ccccc3nc2-n2nc(C)cc2C)c1 | 5%[5.79 µM] |
| COCCN1Cc2[nH]nc(-c3ccccc3OCc3ccccc3)c2CC1=O | ? |
| C[C@@H]1CN(C(=O)c2ccn(C(C)(C)C)c2)CC[C@@]1(O)C1CCOCC1 | -2% |
| Cc1ccc(NC(=O)c2c(NC(=O)c3ccc(F)cc3)sc3c2CCCC3)cc1C | i[5.79 µM] |
| CC(C)[C@@H]1CN(C(=O)CCCn2cncn2)C[C@H]1NS(=O)(=O)N(C)C | -3% |

(list continues)
| SMILES | Pf Dd2 inh |
| --- | --- |
| COc1ccc(CNc2ncnc3c2CN(c2ccc(C)cc2)C(=O)CN3C)cc1 | -19% |
| CCOC(=O)c1cnn2c(C(F)(F)F)cc(-c3ccc(Br)cc3)nc12 | ? |
| Cc1c(C(=O)N[C@H]2[C@H]3CCO[C@H]3[C@@H]2N(C)C)[nH]c2c(F)cccc12 | ? |
| C=CCN1CCN(C(=O)C2CCN(C(=O)N3CC4CC(C3)[C@H]3CCCC(=O)N3C4)CC2)CC1 (stereo partly drawn) | 6% |
| CC(C)n1c(=N)c(C(=O)NCc2ccccc2)cc2c(=O)n3ccccc3nc21 | 20% |
| CCn1ccc(C(=O)N2CCCN(c3cc(-c4ccc(OC)cc4)[nH]n3)CC2)n1 | ? |
| C=C[C@H]1CN2CC[C@H]1C[C@@H]2CNC(=O)COCC(=O)O | -5%[44.1 µM] |
| Cc1cnc(CCNC(=O)C2CC=CC2)n1C1CC1 | ? |
| CCc1nc2c(c(-c3ccc(Cl)cc3)n1)CN(C(=O)c1ccccc1Cl)CC2 | -30% |
| CCOc1ccc(N(CC(=O)Nc2ccccc2CC)S(=O)(=O)c2c(C)[nH]c(=O)[nH]c2=O)cc1 | 56%[activator] |
| COc1ccc(CCc2nc3nccc(-c4cc(OC)c(OC)c(OC)c4)n3n2)cc1 | -14% |
| Cc1cc(OC(=O)c2cc(-c3ccc4c(c3)OCCO4)on2)ccc1Cl | 41%[activator] |

A few values from the results shown.
Cc1cc(OC(=O)c2cc(-c3ccc4c(c3)OCCO4)on2)ccc1Cl @ Pf Dd2 inh: 41%[activator]
CC(C)n1c(=N)c(C(=O)NCc2ccccc2)cc2c(=O)n3ccccc3nc21 @ Pf Dd2 inh: 20%

Carrying on.
| SMILES | Pf Dd2 inh |
| --- | --- |
| O=C(NCc1ccccn1)C1CCN(C(=O)c2ncn3c2COC(c2ccc(F)cc2)C3)CC1 (stereo not drawn) | i |
| COc1ccccc1C(=O)N1CCN(c2cc(-c3ccccc3)[nH]n2)CC1 | i |
| COc1nccnc1NC1CCN(C(=O)Cc2c(C)noc2C)CC1 | i[5.79 µM] |
| COc1ccc2c(c1)C(C[C@H]1CN(C(=O)C3CC3)CC[C@H]1CC(=O)O)=NCC2 | 14%[44.1 µM] |
| CC(=O)NCC1(COc2cnccn2)C[C@@H](O)[C@@H](O)C1 (stereo partly drawn) | 15%[44.1 µM] |
| O=C(c1cccc(F)c1)N1CCCC(c2noc(COc3ccccc3F)n2)C1 (stereo not drawn) | i |
| Cc1cnc(C(=O)N[C@@H]2CCC[C@@H]2C(=O)NCc2ccc(OC(F)(F)F)cc2)cn1 | -22% |
| Cc1nc(CN2C[C@H](C(=O)Nc3ccc(F)cc3)C[C@@H]2c2ccc(F)cc2)cs1 | -26%[44.1 µM] |
| COc1cccc(C)c1NC(=O)c1cccc(CN2CCCC(C)C2)c1 (stereo not drawn) | ? |
| CCc1ccccc1NC(=O)C1=CC(c2ccc3c(c2)OCO3)=NS(=O)(=O)N1C | 4% |
| COc1ccc(-c2noc([C@@H]3C[C@H](NCc4ccc(N(C)C)cc4)CN3C)n2)cc1 | 13µM* |
| C=CCO[C@@H]1C[C@H]2C(=O)Nc3ccc(-c4ccc(OC)cc4)cc3C(=O)N2C1 | ? |
| CC(C)CN1C(=O)c2cccn2CC1C(=O)N(C)Cc1cccnc1 (stereo not drawn) | 27% |
| COCC(=O)NC[C@H]1O[C@H](Cc2cc(-c3ccc(OC)cc3)on2)CC[C@@H]1O | i |
| CCn1ccc(C(=O)N2CC[C@@H]3COCCN(Cc4ccncc4)[C@@H]3C2)n1 | i |
| COC[C@@H]1CN(S(=O)(=O)Cc2ccccc2)C[C@H]1c1ccncc1 | 0% |
| O=C(c1cnccn1)N1CCC(Oc2ccc3ncccc3c2)(C(=O)O)CC1 | -9% |
| CC(=O)N1CCN(c2nc3c(s2)CC(C(=O)NCC2CCCCC2)CC3)CC1 (stereo not drawn) | i |
| N#Cc1ccc(-c2nc(C(=O)NC3CCCCC3)no2)cc1 | ? |
| CCCNC(=O)C(NC(=O)c1ccccc1C)C1CCN(C(=O)c2ccco2)CC1 (stereo not drawn) | i |
| COc1ccc(Br)c(C(=O)N[C@@H]2C=C(C(=O)NCCC(N)=O)C[C@@H](O)[C@@H]2O)c1 | 38%[activator] |
| O=C1Nc2ccccc2CC12CCCN2CC1CCOCC1 (stereo not drawn) | -7% |
| CC1(c2ccccc2)N(Cc2ccccc2)C(=O)OC12CCN(C(=O)COc1ccccc1)CC2 (stereo not drawn) | -17% |
| CCc1nc2c(=O)n(CC(=O)NCCN3CCOCC3)nc(C)c2s1 | i |

A second format for four compounds above:
CC1(c2ccccc2)N(Cc2ccccc2)C(=O)OC12CCN(C(=O)COc1ccccc1)CC2 (stereo not drawn)
  Pf Dd2 inh: -17%

COC[C@@H]1CN(S(=O)(=O)Cc2ccccc2)C[C@H]1c1ccncc1
  Pf Dd2 inh: 0%

CCn1ccc(C(=O)N2CC[C@@H]3COCCN(Cc4ccncc4)[C@@H]3C2)n1
  Pf Dd2 inh: i

COCC(=O)NC[C@H]1O[C@H](Cc2cc(-c3ccc(OC)cc3)on2)CC[C@@H]1O
  Pf Dd2 inh: i

(next part)
| SMILES | Pf Dd2 inh |
| --- | --- |
| CCc1ccc(S(=O)(=O)c2nnn3c2nc(NCc2ccccc2OC)c2cc(Cl)ccc23)cc1 | -29% |
| CC(=O)N1CCC(N2C[C@H](O)C[C@H]2c2nc(-c3ccc4c(c3)OCO4)no2)CC1 | ? |
| COCCN(CCOC)CC[C@@H]1CC[C@H](O)[C@@H](C(=O)N2CCOCC2)O1 | 4%[44.1 µM] |
| CC(C)NC(=O)NC[C@H]1C[C@@H]2CCN1C[C@@H]2c1cc(C2CCCCC2)nn1C | ? |
| OCc1ccc(CN2C[C@H](O)C[C@H]2c2nc(-c3cccnc3)no2)o1 | 23%[44.1 µM] |
| COc1cccc(NC(=O)Cn2cnc3c(nc4n3CCCCC4)c2=O)c1 | 58%[activator] |
| CCCn1c(C)cnc1CC1CCN(S(C)(=O)=O)CC1 | i |
| CC(=O)c1ccc(NC(=O)C2Cc3ccccc3N2C(=O)c2ccccc2)cc1 (stereo not drawn) | 19% |
| CCC1CCCCN1C(=O)CSc1n[nH]c(-c2ccccc2)n1 (stereo not drawn) | -20% |
| Cc1ccc(-c2nc3cc(NC(=O)c4cc5ccccc5o4)ccc3o2)cc1Cl | 22% |
| O=C(NC1CCCCC1)N1CCCC1c1nc(CCOCC2CCCC2)no1 (stereo not drawn) | i |
| CCOC(=O)C1CCN(C(=O)CSc2n[nH]c(-c3ccc(OC)cc3)n2)CC1 | 2% |
| CC(=O)NCCCC(=O)N1CCOC2(CCN(C(=O)C3CCN(C)CC3)CC2)C1 | 7% |
| CC(c1ccc(-c2ccc(N3CCN(C)CC3)nn2)cc1)N1CCCCC1 (stereo not drawn) | -21% |
| N#Cc1cccc(-c2ccnc(N[C@H]3CO[C@H]4[C@@H]3OC[C@@H]4NC(=O)N3CCOCC3)n2)c1 | i |
| Cc1nc(C2(C)CCN(S(=O)(=O)c3c(C)c(C)cc(C)c3C)CC2)no1 | -21% |
| COCCN1Cc2nc(-c3cc(F)cc(F)c3)ccc2OCC1=O | ? |
| CCN(CC)S(=O)(=O)c1ccc(C(=O)NC2CC(=O)N(c3ccc(OC)c(OC)c3)C2)cc1 (stereo not drawn) | 6% |
| CCOc1ccc(NC(=O)CCc2c(C)nc3c(-c4ccccc4)c(C)nn3c2C)cc1 | ? |
| O=C(CN1C(=O)COc2ccc(S(=O)(=O)N3CCOCC3)cc21)NCc1ccc(Cl)cc1 | 30% |
| COc1ccc(C(=O)N[C@@H]2CCC[C@@H]2C(=O)NCc2ccccc2C)cn1 | -21% |
| CNC(=O)CC1COCCN1C(=O)c1cccc(Cn2nc(C)cc2C)c1 (stereo not drawn) | -9% |
| CCN(C(=O)c1nn(-c2ccc(C)cc2)c(=O)c2c1c1ccccc1n2C)c1ccc(F)cc1 | ? |
| Cc1ccc(S(=O)(=O)N(Cc2nc(-c3cccc(C)c3)no2)C2CCCCC2)cc1 | ? |
| CCN1C(=O)C2(CCN(C(=O)C3CCCCC3)CC2)c2ccccc21 | i |
